# Assay outcomes from PubChem BioAssay.
# DNMT1 block – blocks human DNA methyltransferase DNMT1. P26358. DNMT1 molecular beacon, Hinp1I cleavage, fluorescence. inhibition (reported as % activation of signal), % at 10 µM. 0.83% of 360,000 active; in the data active means inhibition above about 50%
# Rpn11 block – blocks the human proteasome subunit Rpn11; 0.59% of 360,000 active; AID 588493; O00487; human 26S proteasome, Ub4-pepOG fluorescence polarization; 20S core pre-blocked with epoxomicin; calls only at 20 µM;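 active means inhibition at 20 µM, scaled to each plate's controls, above about 33%, limit read from the data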
# Scp-1 inhibitor – blocks human Scp-1 phosphatase activity; 0.88% of 340,000 active; Recombinant Scp1, phosphopeptide, malachite green phosphate absorbance; Q9GZU7; inhibition, % at 20 µM;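 active means inhibition above about 50% at 20 µM, limit read from the data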;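 further: plate controls were DMSO wells with enzyme for no effect and wells lacking enzyme for full effect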
#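 System: SCP-1 catalytic domain; Reagent: Phospho 17-mer peptide substrate; Doses: one concentration, 20 µM, with 1.0% DMSO; Incubation: 45 min room-temperature reaction, 5 min colour, 30 min stabiliser; Signal: Phosphate-binding colour reagent, absorbance read at 630 nm.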
# STEP inh – blocks human striatal-enriched tyrosine phosphatase; 0.25% of 360,000 active; recombinant STEP, OMFP fluorogenic substrate, fluorescence; inhibition, % at 20 µM; AID 588621;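 active means inhibition at 20 µM, scaled per plate between control wells, above about 37%, limit read from the data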;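 further: 0% = DMSO with enzyme and substrate and 100% = substrate only without enzyme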
#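 Also added – OMFP at 25 µM · Test system – STEP tyrosine phosphatase · Technique – FITC-channel fluorescence of OMFP product · Schedule – 20 min at room temperature, dark · Evaluation – control-normalized % inhibition with plate pattern correction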
# NadD block – blocks S. aureus nicotinate mononucleotide adenylyltransferase. purified NadD enzyme, colorimetric absorbance read-out. inhibition, % at 20 µM. 0.78% of 360,000 active; in the data active means inhibition above about 26%; further: some compounds past the cut are filed as inactive
# LMPTP block – blocks human LMPTP phosphatase; 0.22% of 360,000 active; recombinant LMPTP-A, OMFP fluorogenic substrate, fluorescence intensity; AID 651560; P24666; inhibition, % at 20 µM;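 active means compounds that cut the enzyme signal by at least half of the control window in the single-dose screen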;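 further: plate controls were DMSO wells with enzyme plus substrate for no effect and substrate without enzyme for full effect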
#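 Assay system: LMPTP-A enzyme. Input: 0.625 nM LMPTP-A final. Probe or stimulus: 400 µM OMFP. Compound dosing: single 20 µM dose. Schedule: 50 min dark incubation at room temperature. Detection: fluorescence intensity of OMFP turnover product. Read-out: percent inhibition versus substrate-only and uninhibited controls. Benchmarks: no-enzyme low control, uninhibited high control.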
# Neddyl block – blocks human cullin neddylation; P61081+Q13564; calls only at 25 µM; TR-FRET cullin neddylation, biochemical; 0.58% of 360,000 active; in the data active means inhibition above about 36%
# Rin1-Abl PPI inh – human Rin1-Abl interaction inhibition | TR-FRET Rin1/Abl binding, biochemical | inhibition, % at 7.35 µM | AID 588664 | 0.4% of 360,000 active; in the data active means inhibition above about 5%, passing the limit was not always enough
# Target sequence (P00519 whole entry, looked up): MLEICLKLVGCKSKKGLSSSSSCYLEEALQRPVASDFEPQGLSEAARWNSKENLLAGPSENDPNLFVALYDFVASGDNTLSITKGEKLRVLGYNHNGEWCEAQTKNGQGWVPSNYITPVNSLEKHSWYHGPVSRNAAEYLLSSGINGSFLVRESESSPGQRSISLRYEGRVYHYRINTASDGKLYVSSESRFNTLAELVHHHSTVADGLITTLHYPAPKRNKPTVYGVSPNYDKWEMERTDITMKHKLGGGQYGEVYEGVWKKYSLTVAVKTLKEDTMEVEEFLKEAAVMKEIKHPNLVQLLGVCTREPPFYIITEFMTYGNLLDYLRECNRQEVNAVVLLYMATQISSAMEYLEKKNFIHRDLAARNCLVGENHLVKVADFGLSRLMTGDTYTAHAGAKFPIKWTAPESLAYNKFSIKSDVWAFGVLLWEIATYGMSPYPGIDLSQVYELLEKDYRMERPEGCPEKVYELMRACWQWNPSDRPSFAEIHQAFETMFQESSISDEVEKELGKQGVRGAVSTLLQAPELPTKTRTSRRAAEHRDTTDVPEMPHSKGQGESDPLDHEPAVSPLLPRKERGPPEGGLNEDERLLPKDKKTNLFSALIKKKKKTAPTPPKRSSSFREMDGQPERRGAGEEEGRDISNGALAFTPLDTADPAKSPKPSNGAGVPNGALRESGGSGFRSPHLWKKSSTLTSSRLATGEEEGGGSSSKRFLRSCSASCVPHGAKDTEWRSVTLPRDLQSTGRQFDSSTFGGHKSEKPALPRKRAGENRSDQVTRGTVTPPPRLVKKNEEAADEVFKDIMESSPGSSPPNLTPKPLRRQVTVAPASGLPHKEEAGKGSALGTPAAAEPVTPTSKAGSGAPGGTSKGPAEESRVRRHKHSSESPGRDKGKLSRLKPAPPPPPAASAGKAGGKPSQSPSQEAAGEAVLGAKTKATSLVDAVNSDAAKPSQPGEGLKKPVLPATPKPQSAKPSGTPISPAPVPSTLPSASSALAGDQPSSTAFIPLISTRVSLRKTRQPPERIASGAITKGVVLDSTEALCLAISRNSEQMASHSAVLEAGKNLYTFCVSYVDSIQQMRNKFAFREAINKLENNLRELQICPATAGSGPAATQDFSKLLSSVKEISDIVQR
# Target sequence (Q13671 whole entry, looked up): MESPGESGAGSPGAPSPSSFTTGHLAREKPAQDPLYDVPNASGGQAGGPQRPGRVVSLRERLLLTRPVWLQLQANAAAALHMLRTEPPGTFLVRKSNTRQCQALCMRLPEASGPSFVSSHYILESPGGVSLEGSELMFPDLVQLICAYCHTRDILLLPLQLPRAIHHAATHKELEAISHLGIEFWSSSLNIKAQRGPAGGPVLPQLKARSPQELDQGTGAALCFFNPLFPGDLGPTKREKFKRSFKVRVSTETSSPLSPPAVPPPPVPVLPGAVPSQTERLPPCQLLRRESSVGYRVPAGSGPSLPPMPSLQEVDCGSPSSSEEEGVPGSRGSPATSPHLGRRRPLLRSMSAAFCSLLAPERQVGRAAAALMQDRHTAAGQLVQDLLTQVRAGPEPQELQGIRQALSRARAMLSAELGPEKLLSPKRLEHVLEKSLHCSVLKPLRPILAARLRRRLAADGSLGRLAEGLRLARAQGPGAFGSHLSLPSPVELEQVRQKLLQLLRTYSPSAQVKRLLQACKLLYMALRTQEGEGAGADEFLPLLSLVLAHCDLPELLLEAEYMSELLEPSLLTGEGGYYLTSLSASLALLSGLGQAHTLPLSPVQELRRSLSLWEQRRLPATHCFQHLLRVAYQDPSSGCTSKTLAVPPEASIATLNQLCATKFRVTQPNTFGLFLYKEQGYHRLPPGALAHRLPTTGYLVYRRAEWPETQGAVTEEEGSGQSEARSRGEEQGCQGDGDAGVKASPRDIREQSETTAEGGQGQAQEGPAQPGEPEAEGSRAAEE
# CSN inh – CSN deneddylation inhibition | 0.38% of 360,000 active | Purified CSN, SCF-Nedd8-OG deneddylation, fluorescence polarization | Q92905 | AID 651999 | inhibition, % at 12.5 µM;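 active means pattern-corrected inhibition above about 35%, with an unprinted fluorescence ratio check between 0.5 and 1.5, limit read from the data, passing the limit was not always enough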;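 further: 0% = enzyme with substrate and 100% = substrate without enzyme; some results filed as inactive read as strong as hits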
#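 Material: purified human Csn5 enzyme expressed in HEK293T cells / Medium: Tris buffer pH 7.5, NaCl, DTT, Tween-20, trehalose, ovalbumin / Compound dosing: 12.5 µM single point / Schedule: 90 min incubation of compound, enzyme and substrate at room temperature / Signal: fluorescence polarization of the substrate / Control set: no-enzyme wells high, enzyme-with-substrate wells low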
# SUMO1 PPI mod – modulators of human SUMO1-mediated protein-protein interactions | SUMO1 binding to a labelled peptide, TR-FRET, 1 h | inhibition, % at 20 µM | 0.33% of 360,000 active; in the data active means inhibition above about 37%
# Starred values were filed as active, the others as inactive; i = inactive; / = no result given.
SMILES,DNMT1 block,Rpn11 block,Scp-1 inhibitor,STEP inh,NadD block,LMPTP block,Neddyl block,Rin1-Abl PPI inh,CSN inh,SUMO1 PPI mod
C[C@@H](CO)NC(=O)c1[nH]cnc1C(=O)Nc1ccc(CNC(=O)OC(C)(C)C)cc1,-17,i,/,0,1,-0.7,i,0,-3,1
Cn1c2ccccc2c(=O)c2cc(C#Cc3ccccn3)ccc21,26,i,58*,4,2,11,i,-2,-2,-15
Cc1cccnc1NC(=O)c1cccc(S(=O)(=O)NCc2ccccc2)c1,1,i,-1,1,-2,0.0,i,-4,-2,2
Cn1c(NC2CCCCC2)c(N=O)c(=O)n(C)c1=O,-1,i,-9,-5,-7,-1.4,i,1,8,-4
O=Cc1c(N2CCN(c3ccccc3)CC2)nc2ccccn2c1=O,2,i,-4,-4,-1,0.0,i,-4,-1,-16
CC(C)(C)OC(=O)n1cc(C(=O)c2ccccc2O)cn1,1,i,-3,-2,-3,-0.4,i,-1,5,-2
FCCCOc1ccc(/C=N/OCc2c(Cl)cccc2Cl)cc1,-2,i,-7,-3,11,3.5,i,0,-1,-1
O=C(COc1ccccc1)NC(=S)Nc1ccc2c(c1)Cc1ccccc1-2,23,i,-5,3,-1,-0.7,i,1,-2,-7
COC(=O)c1c(NC(=O)c2ccco2)sc2c1CCC2,4,i,-3,0,-2,0.2,/,-1,-3,12
CCCCc1cc2c(cc1NC(=O)CN1CCCCC1)OCCO2,2,i,45,-3,2,0.0,i,1,-1,10
Cn1cnnc1SCc1ccccc1Br,1,i,-7,0,-2,-0.2,i,4,-1,0
Cc1c(Cl)cccc1NC(=S)NCC1COc2ccccc2O1 (stereo not drawn),3,i,-15,-2,1,1.4,i,1,8,-1
Cc1ccc(NC(=O)C2C(=O)N(C)c3ccccc32)cc1 (stereo not drawn),1,i,-9,0,0,-0.5,i,0,0,-1
Cc1ccc(S(=O)(=O)N2CCC(=O)N(C(COCc3cccc(Cl)c3)Cc3ccccc3)CC2)cc1 (stereo not drawn),-5,i,-17,2,-2,8.1,i,0,103,3
Cc1cc[n+](-c2[nH]c(=O)sc2/C=N/N=C(\[O-])CCn2c3ccccc3c3ccccc32)cc1,-15,i,-1,3,17,2.8,i,-2,-2,-24
O=C(CSc1nc2ccccc2c(=O)n1-c1ccc(F)c(Cl)c1)Nc1ccc2c(c1)CCC2,5,i,/,2,19,2.2,i,0,0,-10
O=C(NC1CCCCC1)C(c1cccnc1)N(C(=O)CCl)c1cccc(Cl)c1 (stereo not drawn),14,i,-4,-2,-8,-2.2,i,-3,4,-2
COc1cccc(C2c3c(oc4ccccc4c3=O)C(=O)N2c2ccccn2)c1 (stereo not drawn),5,i,-1,-2,5,0.4,i,1,1,0
Cc1ccc(CSc2n[nH]c(N)n2)cc1,-3,i,-2,-1,-3,-0.5,i,3,2,2
Cc1sc(NC(=O)CN2C(=O)NC3(CCCC3)C2=O)nc1-c1ccc(F)cc1,1,i,-6,-1,-1,0.6,i,3,-2,-1
COc1ccc(CCn2c(C)cc(C(=O)COC(=O)c3ccc(O)cc3O)c2C)cc1,-10,i,/,-3,0,0.2,i,2,1,3
CCOC(=O)CSc1nc(C)c(Oc2ccc(Cl)cc2Cl)c(=O)[nH]1,3,i,21,-2,2,0.1,i,-4,5,2
COc1ccc(NC(=O)c2cccc(OC(=S)N3CCOCC3)c2)cc1,13,i,-2,1,-2,-0.6,i,-2,1,-3
CCOc1cccc(-c2nnc3sc(COc4ccccc4)nn23)c1,0,i,-10,4,-3,2.3,i,1,2,2
Cc1ccc(S(=O)(=O)N(C)c2ccc(OCC(=O)NCc3ccco3)cc2)cc1,-3,i,-11,-2,6,0.8,i,-1,5,2
COc1ccc(-c2nn(CC(=O)NCCc3ccccc3)c(=S)n2C)cc1,-1,i,-4,-1,-5,0.2,i,1,-1,0
CCCCOc1ccc(C(=O)Nc2cc(C)c(OCC(=O)N3CCOCC3)c(C)c2)cc1,12,i,-6,-1,-6,1.8,i,2,0,-1
O=C(Nc1ccc2c(c1)OCCO2)C1CCN(C(=O)c2ccccc2)CC1,2,i,-1,3,6,-0.9,i,-4,-2,-1
COC(=O)C(Cc1ccccc1)NC(=O)c1cc(=O)[nH]c2ccccc12 (stereo not drawn),1,i,7,-2,-1,0.0,i,2,-4,-1
O=C1C(c2ccccc2)=NCCN1C(c1ccc(F)cc1)c1nc2ccccc2[nH]1 (stereo not drawn),11,i,/,-3,0,-1.3,i,2,-5,-1
COc1ccc(Cl)cc1NC(=O)COC(=O)C1COc2ccccc2O1 (stereo not drawn),3,i,-8,-1,-9,0.6,i,2,-4,1
NC(=O)CSc1nnc(Cn2c(=O)sc3ccccc32)n1-c1cccc(Cl)c1,2,i,-7,1,-2,1.7,i,1,-2,0
CC(C)Oc1snc(Cl)c1C(N)=O,0,i,-6,-11,0,-1.0,i,-1,-1,-2
COc1ccc(S(=O)(=O)NC(CC(=O)NC2CCCC2)c2ccco2)cc1 (stereo not drawn),-2,i,48,-2,3,-1.6,i,4,3,4
O=c1c2cnn(-c3ccccc3)c2ncn1Cc1ccccc1F,-1,i,-16,-2,-10,0.5,i,1,-2,4
CCCNC(=O)NC(=O)COc1ccc(-c2ccc(C#N)cc2)cc1,5,i,0,-2,1,0.7,i,1,-10,-1
Cc1nn(-c2ccccc2)c(Cl)c1/C=N/NC(=O)c1[nH]ncc1Br,-1,i,18,0,-2,-0.2,i,-1,0,-2
C=CCn1c(Cc2c[nH]c3ccccc23)n[nH]c1=S,1,i,-5,6,5,-2.1,i,2,2,2
CCCCNC(=O)C(Cc1ccccc1)NS(=O)(=O)c1ccc2c(c1)c(=O)n(C)c(=O)n2C (stereo not drawn),1,i,-12,-1,1,-1.1,i,-2,1,3
O=C(Nc1ccccn1)Nc1ccccc1Cl,2,i,-5,-2,-5,0.3,i,-3,-2,1
Cc1nc(Cl)c(C(=O)NCc2ccccc2)c(C)c1[N+](=O)[O-],4,i,4,-3,-2,-2.8,i,4,-4,7
COc1ccc(-c2csc(C(O)(c3ccccc3)C(F)(F)F)n2)cc1 (stereo not drawn),-3,i,/,-1,-3,2.8,i,-2,3,4
N#Cc1ccc(COc2cccc3cccnc23)cc1,-2,i,-1,-6,-11,0.0,i,-1,2,-6
CC1(c2nnnn2Cc2ccccc2)CCC(=O)N1Cc1ccco1 (stereo not drawn),/,/,/,/,4,-1.9,i,/,-6,-1
O=C1C=C(OCCF)CC(c2ccccc2C(F)(F)F)O1 (stereo not drawn),/,/,/,/,/,-0.6,i,/,-1,1
CC1=C(C(=O)OCc2ccccc2)C(c2cccc([N+](=O)[O-])c2)NC(=O)N1 (stereo not drawn),0,i,-15,0,-5,-1.0,i,1,0,-19
O=C(NCCN1CCOCC1)C(=O)NCC1OCCN1S(=O)(=O)c1ccc(F)cc1 (stereo not drawn),1,i,-5,-1,-1,-3.4,i,0,-1,3
CC(=O)c1cc2c(cc1NC(=O)C1CC=CCC1C(=O)O)OCO2 (stereo not drawn),4,i,-4,-1,-31,-0.2,i,1,3,-5

# 5 structures out of the list, ordered by SMILES length, lowest first:
SMILES,DNMT1 block,Rpn11 block,Scp-1 inhibitor,STEP inh,NadD block,LMPTP block,Neddyl block,Rin1-Abl PPI inh,CSN inh,SUMO1 PPI mod
O=C(Nc1ccccn1)Nc1ccccc1Cl,2,i,-5,-2,-5,0.3,i,-3,-2,1
CC1(c2nnnn2Cc2ccccc2)CCC(=O)N1Cc1ccco1 (stereo not drawn),/,/,/,/,4,-1.9,i,/,-6,-1
CC(=O)c1cc2c(cc1NC(=O)C1CC=CCC1C(=O)O)OCO2 (stereo not drawn),4,i,-4,-1,-31,-0.2,i,1,3,-5
COc1ccc(-c2csc(C(O)(c3ccccc3)C(F)(F)F)n2)cc1 (stereo not drawn),-3,i,/,-1,-3,2.8,i,-2,3,4
O=C(NCCN1CCOCC1)C(=O)NCC1OCCN1S(=O)(=O)c1ccc(F)cc1 (stereo not drawn),1,i,-5,-1,-1,-3.4,i,0,-1,3

# (cont.)
SMILES,DNMT1 block,Rpn11 block,Scp-1 inhibitor,STEP inh,NadD block,LMPTP block,Neddyl block,Rin1-Abl PPI inh,CSN inh,SUMO1 PPI mod
COc1cc([N+](=O)[O-])ccc1-c1ccc(/C=N\n2cnnc2)o1,4,/,12,31,1,22,i,-1,34,-4
CCOc1ccc(C(=O)NC2CC(=O)N(c3ccc4c(c3)OCCO4)C2)cc1 (stereo not drawn),1,i,-5,5,-2,-0.4,i,4,0,7
Cc1ccc(F)c(S(=O)(=O)NC(=O)C2(C)CCN2C(=O)c2sccc2C)c1 (stereo not drawn),-4,i,/,-1,-10,-0.6,i,-1,-3,2
CCCNC(=O)c1cn(CC)c2cc(N3CCN(C(=O)c4ccco4)CC3)c(F)cc2c1=O,1,i,-5,0,7,1.5,/,4,-2,5
O=C(Nc1ccc(F)c(F)c1)c1ccc(-n2cncn2)c([N+](=O)[O-])c1,2,i,1,-5,-2,-0.5,i,-1,-4,-28
CCOC(=O)C(=CNc1cc(C(F)(F)F)ccc1N1CCOCC1)C(=O)OCC,8,i,-3,3,-3,2.4,i,2,0,-2
CC(=O)N1N=C(c2ccc(Cl)cc2)OC12CCCC2,2,i,-5,-3,2,-0.5,/,1,-1,2
Cn1c(SCc2nc3ccccc3[nH]2)nnc1-c1cnccn1,0,i,1,-17,6,-0.6,i,-2,-1,-1
O=[N+]([O-])c1ccc(OCCN2CCCCCC2)cc1,-4,i,1,0,0,-0.2,i,3,0,-16
Cc1ccc(-c2cc(C(F)F)n3ncc(C(=O)N4CCc5ccccc5C4)c3n2)cc1,-4,i,-8,9,2,6.8,/,4,2,-8
Cc1cccc(-n2cc3c(=O)n(C)c(=O)n(C)c3c2)c1,-1,i,-4,-2,-2,1.4,i,3,-9,2
Clc1cccc(Cl)c1-c1nnc2ccc(N3CCOCC3)nn12,-6,i,1,1,-2,-0.4,i,-3,-2,-3
Cc1cc(C)n2nc(NCc3ccccc3)nc2n1,5,i,-7,-3,0,-1.0,/,-2,5,1
Cc1ccc2c(c1)c1c(n2CC(O)Cn2c(C)nc3ccccc32)CCCC1 (stereo not drawn),-5,i,7,-1,9,2.2,i,-1,3,-3
CCc1ccc(NC(=O)C(C)OC(=O)CC(NC(C)=O)c2ccccc2)cc1 (stereo not drawn),2,i,-1,-1,-4,-0.8,i,2,-1,3
C/C(=N\NC(=O)c1csc(C)c1C)c1ccco1,1,i,-7,2,-1,-2.2,i,0,-1,-1
